High-throughput results from PubChem BioAssay.
PLK1 PBD inh: inhibitors of human PLK1 polo-box domain binding; Potency, µM, for the others: max response, negative = inhibition, actives largely listed as inhibitors; hit rate 2.8% among 360,000; P53350; Plk1 PBD binding of FITC phosphopeptide, fluorescence polarization; note: potency is the fitted concentration of half-maximal effect; series mostly up to about 57 µM; % is set by controls: 0 for no effect and ±100 for the full control effect; nearly all actives have a fitted effect of over 65% in size
EPAC1 agonist: activates human EPAC1 exchange factor; hit rate 0.073% among 360,000; Potency, µM (doses to about 154 µM), for inactives: at the top dose activation, actives largely listed as activators; O95398; EPAC1 agonist qHTS, biochemical assay; response scale: 100% = response to 6.5 mM cAMP; note: potency is the fitted concentration of half-maximal effect; nearly all actives have a fitted effect of over 60% in size
Target sequence (O95398 whole entry, looked up): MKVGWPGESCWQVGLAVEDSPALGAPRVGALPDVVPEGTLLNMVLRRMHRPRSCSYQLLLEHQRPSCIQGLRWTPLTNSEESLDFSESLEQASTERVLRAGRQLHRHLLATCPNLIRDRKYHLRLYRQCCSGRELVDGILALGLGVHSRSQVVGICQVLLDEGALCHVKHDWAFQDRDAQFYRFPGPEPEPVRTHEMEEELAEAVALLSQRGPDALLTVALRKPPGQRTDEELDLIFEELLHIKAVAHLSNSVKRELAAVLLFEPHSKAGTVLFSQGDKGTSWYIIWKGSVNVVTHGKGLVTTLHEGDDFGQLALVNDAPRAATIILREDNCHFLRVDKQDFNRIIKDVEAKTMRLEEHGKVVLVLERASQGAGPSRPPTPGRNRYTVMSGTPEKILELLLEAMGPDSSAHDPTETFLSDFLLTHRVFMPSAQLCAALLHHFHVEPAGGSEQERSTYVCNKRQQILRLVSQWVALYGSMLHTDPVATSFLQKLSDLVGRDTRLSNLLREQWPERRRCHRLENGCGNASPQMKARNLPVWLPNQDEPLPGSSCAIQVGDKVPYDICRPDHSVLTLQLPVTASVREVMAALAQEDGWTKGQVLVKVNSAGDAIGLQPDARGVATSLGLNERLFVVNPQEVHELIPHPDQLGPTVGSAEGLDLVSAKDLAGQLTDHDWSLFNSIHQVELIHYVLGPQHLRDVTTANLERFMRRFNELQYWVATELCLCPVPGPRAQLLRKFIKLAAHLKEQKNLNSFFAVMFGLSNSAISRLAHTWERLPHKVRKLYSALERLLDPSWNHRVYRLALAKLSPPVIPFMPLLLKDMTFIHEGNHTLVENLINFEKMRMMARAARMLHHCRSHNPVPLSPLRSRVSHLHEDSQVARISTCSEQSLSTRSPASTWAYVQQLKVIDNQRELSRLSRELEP
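Multi-concentration qHTS readout: loss of Rap1B-bound BODIPY-GDP fluorescence driven by 100 nM EPAC1 with excess GDP (50 uM), monitored kinetically at room temperature; agonist response expressed relative to 6.5 mM cAMP.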
WRN inhibitor: WRN helicase (human) inhibition. Potency, µM (doses to about 114 µM), for the others: top-dose activity change, negative = inhibition, usual class: inhibitors. hit rate 0.46% among 360,000. Q14191. WRN helicase unwinding, fluorescent forked duplex, kinetic. AID 651768; note: potency is the fitted concentration of half-maximal effect; % is set by controls: 0 for no effect and ±100 for the full control effect; nearly all actives have a fitted effect of over 55% in size
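Kinetic fluorescence helicase assay: unwinding of a quenched forked DNA duplex (100 nM final) with 2 mM ATP final raises red fluorescence (525/598 nm). Compounds sat 15 min at room temperature with 20 nM WRN beforehand.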
PI5P4Ka inh: blocks human PI5P4K alpha kinase activity; PI5P4Kalpha enzyme, ADP-Glo luminescence, 60 min; stronger effect = lower value; max response, %; hit rate 1.2% among 330,000; active = max response of -50% or lower; inconclusive = between -30% and -50%; inactive = -30% or higher; note: value at the top dose of about 77 µM; % is set by controls: 0 for no effect and ±100 for the full control effect
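Human PI5P4Kalpha with substrate in 0.038 M HEPES pH 7.4, 0.28 mM EGTA, 0.1% CHAPS, 5% DMSO; reaction started with 5 microM ATP (final), 60 min at room temperature. ADP formed read by ADP-Glo luminescence.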
IL-2 act: activates IL-2 in a cell-based reporter assay. IL-2 activation reporter assay, cell-based qHTS; stimulated with anti-CD3/CD4/CD28 beads; in transgenic mouse T cells. activation, % (series mostly up to about 46 µM). hit rate 0.065% among 360,000. AID 652025; in the data active = activation above about 50%; inconclusive = mostly about 30% to 49%; note: 0% is about no effect
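Using fluorescent plate cytometry, EGFP and DsRed are detected in transgenic mouse T cells stimulated 18 h at 37 degrees C with antibody-coated beads after 60 min compound pretreatment.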
EPAC1 antag: antagonists of human EPAC1. O95398. EPAC1 GEF assay, Rap1b-BODIPY-GDP exchange fluorescence. Potency, µM (titrated, usually from 115 µM), for the others: at the top dose activity change, negative = inhibition, actives largely listed as inhibitors. hit rate 0.14% among 360,000. AID 720709;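 note: potency is the fitted concentration of half-maximal effect; plate controls were vehicle for no effect and positive control for full effect; nearly all actives have a fitted effect of over 50% in size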
EPAC2 agonist: activates human EPAC2 exchange factor. Q8WZA2. EPAC2 activation, biochemical qHTS; response scale: 100% = 6.5 mM cAMP response. Potency, µM (doses to about 154 µM), for inactives: top-dose activation, usual class: activators. hit rate 0.079% among 360,000. AID 720711; note: potency is the fitted concentration of half-maximal effect; nearly all actives have a fitted effect of over 50% in size
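Compounds were added across a concentration range to EPAC2 (100 nM), RAP1B-BODIPY-GDP (250 nM) and GDP (50 uM). After 5 min at room temperature, fluorescence was recorded at 5-min intervals for 30 min.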
CCT modulator: modulators of cytosolic chaperonin (CCT/TRiC) activity | hit rate 0.3% among 360,000 | AID 651819 | activity change, % (concentration not given with the values), hits read low | purified chaperonin ATPase assay, HTRF ADP detection, 30 min; in the data active = activity change below about -30%; note: % is set by controls: 0 for no effect and ±100 for the full control effect
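ATPase activity: ADP formed was measured by HTRF Transcreener (665/615 nm ratio) after 30 min at 37 deg C with 10 uM ATP. Compounds screened at one 76 uM concentration against 40 or 20 nM TRiC in Tris pH 7.4/KCl/MgCl2/DTT buffer.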
Active calls of the source: *; ? = inconclusive; . = not tested or not shown. Unless noted, calls come from the whole dose curve; as a rule, active = well fitted curve in the direction sought with a large enough effect; inconclusive = small, poorly fitted or top-dose-only effect, or another doubt; inactive = no such curve, though single readings can be large; an effect the other way counts as inactive or inconclusive. A portion of the library (hit frequency here may not be typical).

SMILES	PLK1 PBD inh	EPAC1 agonist	WRN inhibitor	PI5P4Ka inh	IL-2 act	EPAC1 antag	EPAC2 agonist	CCT modulator
Cc1ccc(C)c(OCc2cc(C(=O)N3CCOCC3)no2)c1	-10.6%	2.0%	3.2%	-3.0	-0.5	-6.7%	9.3%	-2.6
CC12CCC(/C(=C/NNc3ccc([N+](=O)[O-])cc3[N+](=O)[O-])C1=O)C2(C)C (centres undefined)	?	-8.9%	-9.4%	0.0	-1.1	-5.0%	3.8%	-1.9
C=CCn1c(SCC(=O)NC(=O)NCc2ccco2)nc2sc(C)c(C)c2c1=O	-16.1%	-5.7%	-9.7%	-5.2	5.8	13.0%	-9.6%	0.4
Cc1cccc(N2CCN(C(=O)c3cccc(N4C(=O)C5C6C=CC(C6)C5C4=O)c3)CC2C)c1 (centres undefined)	-1.9%	-5.5%	8.3%	-0.6	-3.8	-21.8%	-1.9%	-0.2
CC(=O)Nc1ccc(S(=O)(=O)NCCC(=O)OCC(=O)c2ccccc2)cc1	-3.0%	-1.2%	-10.2%	-2.9	-1.3	-14.1%	8.7%	-1.2
COc1ccc(CCNC(=O)c2ccc3c(c2)NC(=O)C(N2CCOCC2)S3)cc1OC (centres undefined)	3.0%	-9.5%	-12.0%	-1.0	0.5	4.6%	3.2%	-1.6
CCC1(c2ccccc2)NC(=O)N(CC(=O)NCc2ccncc2)C1=O (centres undefined)	-12.8%	-7.4%	-13.5%	0.3	-2.2	-0.3%	-5.2%	-1.4
CCN(CC)S(=O)(=O)c1cccc(NC(=O)COC(=O)c2ccc(Br)o2)c1	-1.6%	9.2%	-13.3%	-4.4	-0.5	-5.7%	9.0%	0.1
CCCNC(=O)/C=C/C(=O)O	-6.9%	3.9%	3.1%	2.0	-0.1	-7.6%	7.1%	-5.0
CC(C)c1ccc(/C=C/C(=O)NC2CCCCC2)cc1	-6.5%	-0.3%	?	4.7	-2.3	-6.6%	0.1%	-0.1
COc1ccc(-c2coc3c(C(=O)NCc4ccc(F)c(F)c4)cccc23)c(C)c1	-1.4%	-2.8%	-11.2%	13.4	-0.6	-8.6%	9.2%	1.2
Cc1nc(C(=O)O)cc([N+](=O)[O-])c1C	6.5%	-2.2%	-0.1%	-1.0	-1.0	6.3%	1.6%	2.3
S=C(Nc1ccc2nc(-c3ccccn3)c(-c3ccccn3)nc2c1)N1CCOCC1	-9.8%	4.9%	-1.5%	-2.3	-2.3	-11.7%	4.7%	1.6
O=[N+]([O-])c1ccc2cc[nH]c2c1	-2.2%	-4.7%	-14.3%	?	0.0	-0.2%	9.6%	0.4
Cc1ccc(S(=O)(=O)NCCCCC(NC(=O)OC(C)(C)C)C(=O)O)cc1 (centres undefined) (tested in a mixture with another compound)	-8.1%	-6.5%	16.5%	7.6	-0.4	8.5%	1.7%	-5.8
CCOC(=O)N1CCN(Cc2nc3c(c(=O)n(C)c(=O)n3C)n2CCCc2ccccc2)CC1	-8.5%	3.2%	10.2%	3.4	-0.6	-7.8%	5.8%	-0.8
CCC(=O)Nc1ccc2c(c1)nc1n2CCN(C2CCCCC2)C1	?	4.2%	1.2%	-9.2	3.9	4.0%	-2.4%	1.1
O=C(CN1C(=O)c2ccccc2C1=O)Nc1ccc2c(c1)OCO2	-0.6%	3.1%	-1.9%	.	-0.6	8.3%	2.7%	-0.8
Nc1cnn(Cc2ccc(F)cc2)c1	8.2%	11.5%	0.4%	2.9	0.4	10.9%	3.2%	0.0
O=C1OC(c2ccccc2)=C/C1=C/c1cccs1	2.0%	8.5%	5.2%	7.5	0.2	18.1%	12.1%	-1.7
CC(NCC(O)COCc1ccc(Cl)cc1)c1ccccc1 (centres undefined)	-7.7%	3.1%	1.7%	12.8	-1.6	10.6%	5.4%	1.3
COc1cc(-c2nnc(SCC(=O)OC3CCCCC3)o2)cc(OC)c1OC	-9.5%	12.0%	-20.9%	.	-2.3	-10.2%	11.7%	-1.7
O=C(C[C@@H]1C/C=C\CC[C@H](Cc2ccc(F)cc2)C(=O)OC[C@@H]2CCCN2C1=O)N[C@H](CO)Cc1ccccc1	-6.7%	-2.8%	-8.8%	5.6	-0.7	-22.7%	-0.5%	1.4
CC(=O)c1nc2ccccc2n1CCc1ccccc1	6.9%	4.0%	7.6%	1.7	0.9	-4.0%	13.0%	-2.2
CC1(C)N=C(N)N=C(N)N1c1cc(Cl)ccc1Cl	-10.6%	-6.9%	8.3%	-14.3	-3.5	-3.3%	5.7%	-0.3
CCCN1C(=O)c2cc(C(=O)Nc3cccc(C(C)=O)c3)ccc2C1Nc1cccc(C(C)=O)c1 (centres undefined)	-10.4%	-5.5%	-4.5%	-3.6	-0.3	-1.1%	10.3%	0.6
CCN(CC)c1ccc(/C=c2/sc3nnc(-c4ccccc4C)n3c2=O)cc1	-25.8%	13.5%	-10.6%	.	-0.5	15.9%	18.7%	-0.9
Cc1ccc(C(=O)NCC(=O)NCC(=O)OCC(=O)c2cccs2)cc1	-6.1%	-12.8%	4.6%	3.9	-4.3	-7.6%	-1.3%	-1.8
O=C1CN(C(=O)CN2C(=O)NC(c3ccccc3)(c3ccccc3)C2=O)c2ccccc2N1	9.7%	3.2%	0.3%	2.1	0.9	-3.1%	9.8%	-2.8
Cc1cc(NS(=O)(=O)c2c(C)[nH]c(=O)[nH]c2=O)ccc1Br	-11.2%	11.8%	6.4%	-0.7	-1.5	12.3%	11.6%	-3.0
CCc1nnc(NC(=O)CSc2nnc(-c3c[nH]c4ccccc34)n2CCOC)s1	-0.6%	-2.4%	1.1%	.	-0.1	4.4%	7.0%	0.5
NNC(=O)c1ccc2c(c1)S(=O)(=O)NNC2=O	?	0.3%	-29.4%	-11.7	-5.0	2.5%	7.3%	-1.4
COc1ccc(N2CCN(C(=O)CSc3nnc(-c4cccnc4)n3-c3ccccc3)CC2)cc1	-6.7%	8.8%	4.9%	0.1	-1.7	10.5%	1.7%	-6.4
CC(=O)C1=C(O)C(=O)OC1c1ccc(Cl)cc1 (centres undefined)	-21.2%	7.3%	-13.6%	-16.0	0.0	-12.8%	12.1%	-0.9
O=C(CSc1cccc2cccnc12)N/N=C/c1ccncc1	-20.3%	-5.1%	-4.3%	0.6	-0.3	-14.3%	5.9%	0.1
O=C(COC(=O)CCCNC(=O)c1ccc(Cl)cc1)NC1CC1	-3.1%	-6.5%	-2.6%	0.0	-0.5	2.9%	0.6%	1.1
O=C(NCc1cccnc1)C1CC(c2ccc(Cl)c(Cl)c2)=NO1 (centres undefined)	-5.9%	-1.0%	1.5%	7.1	3.8	-9.6%	6.0%	-1.9
COc1ccccc1-c1cc(C(=O)NCc2ccc(Cl)cc2)no1	0.8%	13.3%	-2.5%	.	-1.5	0.2%	14.5%	1.9
Cc1cccc(Nc2nnc(SCC(=O)NCc3cccs3)s2)c1	-2.7%	-8.4%	-11.9%	-1.9	-0.1	-7.7%	1.0%	-2.1
COc1ccc(Cl)cc1NC(=O)CN(C)CC(=O)Nc1ccccc1N1CCOCC1	-1.2%	4.8%	-4.6%	0.8	-3.2	-6.3%	-1.9%	-4.9
CCCCCCCC(=O)NC(Nc1ccccc1OC)C(Cl)(Cl)Cl (centres undefined)	-2.6%	4.0%	-13.8%	.	-1.6	-25.8%	1.7%	0.0
Cc1[nH]c(=O)[nH]c(=O)c1S(=O)(=O)N1CCCc2ccccc21	-5.9%	-1.1%	-4.0%	-2.9	-0.6	-5.1%	10.4%	-1.9
Cc1ccc(C)c(C(=O)COC(=O)CN2C(=O)C3C4CCC(C4)C3C2=O)c1 (centres undefined)	2.9%	4.3%	-16.9%	8.5	-1.0	?	1.7%	0.1
CC(Sc1nnc2c(n1)C1(C)CCC2C1(C)C)C(=O)Nc1ccccc1 (centres undefined)	2.3%	5.8%	-7.8%	0.3	-2.9	-21.3%	7.7%	-0.3
O=C(Oc1ccccc1C(=O)N1CCOCC1)c1ccc(Br)cc1	-3.0%	-1.2%	9.1%	.	-1.7	4.4%	-1.2%	-2.7
Cc1ccc(N=Nc2c(=O)[nH]n3c(C)cc(C)nc23)cc1	1.1%	-4.6%	0.5%	-1.3	0.4	14.2%	3.8%	-1.1
Cc1ccc(CNC(=O)CCS(=O)(=O)c2ccc3c(c2)oc(=O)n3C)cc1	-8.9%	-19.8%	-4.5%	-7.6	-3.5	-5.3%	-2.2%	1.5
Cc1ccc(CN2C(=O)CCC2C(=O)NC2CC2)cc1 (centres undefined)	-0.7%	-6.1%	-7.9%	0.3	-0.6	8.8%	2.1%	2.1

3 successive entries from above, quoted:
SMILES	PLK1 PBD inh	EPAC1 agonist	WRN inhibitor	PI5P4Ka inh	IL-2 act	EPAC1 antag	EPAC2 agonist	CCT modulator
Cc1ccc(N=Nc2c(=O)[nH]n3c(C)cc(C)nc23)cc1	1.1%	-4.6%	0.5%	-1.3	0.4	14.2%	3.8%	-1.1
Cc1ccc(CNC(=O)CCS(=O)(=O)c2ccc3c(c2)oc(=O)n3C)cc1	-8.9%	-19.8%	-4.5%	-7.6	-3.5	-5.3%	-2.2%	1.5
Cc1ccc(CN2C(=O)CCC2C(=O)NC2CC2)cc1 (centres undefined)	-0.7%	-6.1%	-7.9%	0.3	-0.6	8.8%	2.1%	2.1

Continuation.
SMILES	PLK1 PBD inh	EPAC1 agonist	WRN inhibitor	PI5P4Ka inh	IL-2 act	EPAC1 antag	EPAC2 agonist	CCT modulator
CC(=O)Nc1ccc(NC(C)=O)s1	?	1.1%	-10.7%	-4.4	-0.7	0.9%	2.2%	-1.8
COc1ccc(C(=O)N2CCN(c3ccccc3)CC2)cc1S(=O)(=O)NC1CC1	-2.1%	9.0%	-3.8%	5.7	-1.6	4.4%	5.1%	-2.5
COc1cc(C(=O)OCC(=O)Nc2cc(C)on2)c([N+](=O)[O-])cc1OC	-6.2%	2.2%	2.6%	5.5	-0.1	0.0%	0.5%	-0.5
COc1ccccc1NC(=O)NCc1ccco1	?	-13.1%	-35.1%	7.4	0.3	-15.8%	4.0%	0.2
NC(N)=NC(N)=Nc1ccc2ccccc2c1	-13.9%	5.0%	9.3%	1.3	2.6	-4.9%	7.5%	0.0
O=C(COC(=O)/C=C/c1cccc(Cl)c1)Nc1ccc2[nH]c(=O)[nH]c2c1	-7.5%	7.3%	-33.8%	-15.1	1.7	1.9%	3.6%	-2.9
C=CCN1C(=O)/C(=C2/Sc3ccc(OC)cc3N2C)SC1=Nc1cccc(O)c1	9.9%	1.2%	2.9%	-8.2	12.6	18.1%	0.2%	0.9
